# High-throughput results deposited in PubChem by National Center for Advancing Translational Sciences (NCATS).
# AID inh – activation induced cytidine deaminase inhibition; AID 1347428; AID deamination FRET fluorescence, UDG-coupled, 4 h; Q9GZX7; actives 0.32% (n = 91,000); Potency, µM (titrated, usually from 115 µM), without a hit: at the top dose activity change, negative = inhibition, usual class: inhibitors; note: nearly all actives have a fitted effect of over 25% in size
# Target sequence (Q9GZX7 whole entry, looked up): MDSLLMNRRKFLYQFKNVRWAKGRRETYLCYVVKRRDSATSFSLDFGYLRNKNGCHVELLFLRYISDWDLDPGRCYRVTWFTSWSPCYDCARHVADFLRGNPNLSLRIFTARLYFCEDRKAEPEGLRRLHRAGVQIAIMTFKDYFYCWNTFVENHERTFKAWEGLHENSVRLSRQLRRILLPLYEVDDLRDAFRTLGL
# UDG counter – blocks uracil-DNA glycosylase in AID counter-screen; FRET deamination/UDG coupled assay, UDG read, 4 h; Potency, µM (doses to about 115 µM), without a hit: at the highest dose activity change, negative = inhibition, most hits filed as inhibitors; actives 0.14% (n = 91,000); AID 1347430; note: nearly all actives have a fitted effect of over 65% in size
# * hit, by the source's call; ? = inconclusive; [ ] = remark or other dose. Calls come from the whole dose curve; as a rule, active = well fitted curve in the direction sought with a large enough effect; inconclusive = small, poorly fitted or top-dose-only effect, or another doubt; inactive = no such curve, though single readings can be large; an effect the other way counts as inactive or inconclusive. % is set by controls: 0 for no effect and ±100 for the full control effect; potency is the fitted concentration of half-maximal effect.
# Values run as follows: AID inh	UDG counter
> COc1ccc(-c2cc(C(=O)NCc3ccc(C)cc3)c3cc(C(C)C)ccc3n2)cc1
    -1%	-11%
> COc1ccc(C2c3c(-c4c(C)cc(C)cc4O)n[nH]c3C(=O)N2Cc2ccco2)cc1 (configuration not stated)
    -9%	?
> CC(=O)c1ccc(OCc2ccccc2)cc1
    -8%	-3%
> COc1ccc(C2=C(C=O)C(c3ccccc3)c3ccccc3O2)cc1 (configuration not stated)
    -16%	-8%
> CC(C)Nc1nc(-c2ccccc2O)nc2ccccc12
    -4%	?
> CC1=C(C(=O)OC(C)C)C(c2ccc(C(C)C)cc2)N2C(=O)CCSC2=N1 (configuration not stated)
    -20%	?
> COc1ccc(-c2nc3ccccc3n3c(-c4ccccc4)c4c(=O)n(C)c(=O)n(C)c4c23)cc1
    10%[57.5 µM]	3%[57.5 µM]
> CC(C)(C)c1ccc(C(=O)NCC(c2ccco2)S(=O)(=O)c2ccc(F)cc2)cc1 (configuration not stated)
    ?	?
> COc1ccc(Nc2nc(N)c(C(=O)c3ccc(Br)cc3)s2)cc1OC
    -1%	-10%
> CN(C)S(=O)(=O)n1cc(/C=C(\NC(=O)c2ccccc2F)C(=O)NCCCn2ccnc2)c2ccccc21
    28%	-3%
> CN(C)CCN(CC1CCCCC1)C(=O)Nc1ccc(F)cc1
    3%	2%
> Cc1nc(-c2ccncc2)[nH]c(=O)c1CC(=O)N(C)C1CCCCCCC1
    -6%	3%
> N#Cc1ccc(OCCOC(=O)c2ccccc2F)cc1
    2%	-6%
> Cc1ccc(C2=CC(c3c(F)cccc3Cl)n3ncnc3N2)cc1C (configuration not stated)
    1%[57.5 µM]	-9%[57.5 µM]
> COc1ccc(C(=O)N=c2sc3cc(Cl)ccc3n2C)cc1
    15%	-1%
> Cc1c(OCC(=O)Nc2ccc(F)cc2)c(=O)ccn1C
    8%	5%
> COc1ccc(Br)cc1CSc1nnc(C2CC2)n1C1CC1
    -18%	-10%
> COc1ccc(CC(=O)NCCS(=O)(=O)N2CCN(c3ccccc3F)CC2)cc1OC
    3%	7%
> c1ccc2c(CSc3nc4ccccc4s3)cccc2c1
    -8%	-11%
> COc1cc(O)ccc1-c1nc2ccc(Br)cn2c1Nc1ccccc1C
    11%	4%
> CCCNC(=O)Cn1nc(C)n2nc(-c3ccc(CC)cc3)cc2c1=O
    3%	3%
> CCOC(=O)c1ccc(N2C(=O)c3n[nH]c(-c4ccco4)c3C2c2ccc(C)cc2)cc1 (configuration not stated)
    ?	-3%
> COc1ccc(Oc2c(C)oc3cc(OCc4ccc(F)cc4)ccc3c2=O)cc1
    -13%	-7%
> COc1cccc(C2C(C(=O)Nc3ccccc3)=C(C)Nc3nnnn32)c1OC (configuration not stated)
    5%	8%
> CCc1nnc(CC)n1N
    -2%	9%
> COc1ccc(-c2nc3scc(CCNS(=O)(=O)c4ccccc4F)n3n2)cc1
    5%	6%[57.5 µM]
> CCN(Cc1ccccc1)S(=O)(=O)c1ccc(F)c(C(=O)Nc2cc(C)ccc2OC)c1
    -12%	0%
> CC(CCc1ccccc1)NC(=O)C1CC1c1ccccc1 (configuration not stated)
    -13%	-3%
> COc1ccc(CCC(=O)NCCc2csc(-c3cccc(C)c3)n2)cc1
    ?	-8%
> Cc1csc(NC(=O)CCc2c(C)nn(C)c2C)n1
    4%	1%

# Copied from the list:
# Reading for CCN(Cc1ccccc1)S(=O)(=O)c1ccc(F)c(C(=O)Nc2cc(C)ccc2OC)c1 in AID inh: -12%
# Reading for Cc1csc(NC(=O)CCc2c(C)nn(C)c2C)n1 in UDG counter: 1%

# Next part:
# Values run as follows: AID inh	UDG counter
> Cc1ccc(C2=[N+]([O-])C(C)(C)N(O)C2C)cc1 (configuration not stated)
    4%	2%
> COc1cc(-c2nnc(SCC(=O)Oc3ccccc3Cl)o2)cc(OC)c1OC
    5%	9%
> Cc1ccc(S(=O)(=O)N2CCCC2C(=O)n2nc(C)c(Sc3ccccc3)c2C)cc1 (configuration not stated)
    2%	-3%
> CC(NC(=O)NCCNc1ncccn1)c1ccccn1 (configuration not stated)
    -5%	-11%
> COCCNC(=O)c1c(NC(=O)c2cc(=O)c3cc(Cl)ccc3o2)sc2c1CCCC2
    -11%	-6%
> CCOc1ccc(N2CC(NC(=O)C(=O)c3c[nH]c4ccccc34)CC2=O)cc1 (configuration not stated)
    6%	-6%
> Nc1nnc(SCC(=O)Nc2cccc(F)c2)s1
    4%	9%
> Cc1ccc(-c2nnc(SCC(=O)Nc3cc(C)on3)n2C2CC2)cc1
    -4%	0%
> Cc1ccccc1NC(=O)CSc1c(C(C)C)cnc2c1c(=O)n(C)c(=O)n2C
    8%	-1%[57.5 µM]
> O=C(COC(=O)CCCC1=NS(=O)(=O)c2ccccc2N1)Nc1ccc(Br)cc1
    5%	-6%

# In the list so far, these contain an NH in an aromatic ring.
# Values run as follows: AID inh	UDG counter
> COc1ccc(C2c3c(-c4c(C)cc(C)cc4O)n[nH]c3C(=O)N2Cc2ccco2)cc1 (configuration not stated)
    -9%	?
> Cc1nc(-c2ccncc2)[nH]c(=O)c1CC(=O)N(C)C1CCCCCCC1
    -6%	3%
> CCOC(=O)c1ccc(N2C(=O)c3n[nH]c(-c4ccco4)c3C2c2ccc(C)cc2)cc1 (configuration not stated)
    ?	-3%
> CCOc1ccc(N2CC(NC(=O)C(=O)c3c[nH]c4ccccc34)CC2=O)cc1 (configuration not stated)
    6%	-6%

# Back to the main list; the three compounds before the break are reprinted first.
# Values run as follows: AID inh	UDG counter
> Cc1ccc(-c2nnc(SCC(=O)Nc3cc(C)on3)n2C2CC2)cc1
    -4%	0%
> Cc1ccccc1NC(=O)CSc1c(C(C)C)cnc2c1c(=O)n(C)c(=O)n2C
    8%	-1%[57.5 µM]
> O=C(COC(=O)CCCC1=NS(=O)(=O)c2ccccc2N1)Nc1ccc(Br)cc1
    5%	-6%
> CC(NC(=S)NNC(=O)c1ccco1)c1ccccc1 (configuration not stated)
    -7%	1%
> CN1C(C(=O)Nc2cccc(O)c2)=CC(c2ccco2)=NS1(=O)=O
    2%	11%
> Cc1ccc(C(=O)C(C)OC(=O)c2ccc(S(=O)(=O)N(C)C)cc2)cc1C (configuration not stated)
    5%	1%
> CCOc1cccc2cc(-c3nc4sc(C(=O)Nc5ccc(C)cc5)c(C)c4c(=O)[nH]3)c(=O)oc12
    19%	-7%
> CC(C)Oc1ccc(CNC(=O)c2cnc3sc(N4CCCC4)nn3c2=O)cc1
    0%	-4%
> O=C(Nc1ccc2c(c1)CCC2)c1cc2ncccn2n1
    4%	2%
> CCN1c2ccccc2-c2nc(SCC(=O)NCc3ccccc3)ncc2S1(=O)=O
    24%	-4%
> Cc1ccc(NC(=O)N2CCN(c3nnc(C)c4c(C)n(-c5ccc(Cl)cc5)nc34)CC2)c(C)c1
    3%	-20%
> CCCn1cc(S(=O)(=O)c2ccc(C)cc2)c(=O)c2cc(OC)c(OC)cc21
    -29%	-6%
> CN(CC(=O)OCc1coc(-c2cccs2)n1)S(=O)(=O)c1ccc(Cl)cc1
    -17%	11%
> O=C(CSc1nc(=O)[nH]c2c1CCCC2)Nc1ccc(Cl)c(Cl)c1
    11%	-4%
> O=S(=O)(Nc1ccc(Br)cc1F)c1ccc(-c2cnc(C3CC3)o2)cc1
    -8%	6%
> CC(C)(C)NC(=O)NC(=O)CSc1nc(-c2ccccc2)c(-c2ccccc2)o1
    -3%	-5%
> CSCC[C@H](NC(=O)OC(C)(C)C)c1nnc(SC)o1
    6%	0%
> Cc1nc(N2CCCC2)c2c(C(=O)Nc3cccc(Cl)c3C)c(C)oc2n1
    4%	1%
> O=C(O)c1cc(-c2ccco2)nc2cc(Br)ccc12
    -24%	-4%
> CCCn1cnc2cc(NC(=O)c3cc(OC)c(OC)c(OC)c3)ccc21
    -7%	-1%
> CCOC(=O)c1c(C)[nH]c(C)c1S(=O)(=O)N1CCC(C(=O)N2CCN(c3cc(C)ccc3C)CC2)CC1
    -23%	?
> CCOc1cc(Br)c(C2C(C(=O)OC)=C(C)NC3=C2C(=O)c2ccccc23)cc1OCC (configuration not stated)
    24%	-7%
> CN1CC(=O)N(CCCC(=O)Nc2cccc3cccnc23)C1=O
    23%	7%
> C#CC1(O)CCN(C(C)(C)C)CC1C (configuration not stated)
    -1%	2%
> Cc1ccc2nc(-c3cc(C)sc3C)cc(C(=O)O)c2c1
    6%	-4%
> Cc1cc(C)cc(NC(=O)c2cc(S(=O)(=O)N3CCCCC3)c[nH]2)c1
    0%	5%
> Cc1cccc(C(=O)N/N=C2/CC(=O)CC(C)(C)C2)c1
    6%	5%
> COc1ccc(C(=O)NCC(c2cccnc2)N2CCc3ccccc3C2)cc1OC (configuration not stated)
    2%	9%
> Cc1ccc(NS(=O)(=O)c2c(C)nc3sc(C)cn3c2=O)c(Cl)c1
    -3%	-4%
> Cc1ccc(C(=O)COC(=O)C(Cc2c[nH]c3ccccc23)NC(=O)c2ccc(Br)cc2)cc1 (configuration not stated)
    13%	-8%
> COc1ccc(C(=O)/C=C/c2ccccc2C(F)(F)F)c(OC)c1
    -20%	-15%
> CC(OC(=O)c1nn(C)c(=O)c2ccccc12)C(N)=O (configuration not stated)
    -1%	0%
> CCCCc1cc(=O)oc2cc(OCc3nn[nH]n3)ccc12
    -10%	-2%
> CCNCC1OCCc2ccccc21 (configuration not stated)
    13%	-4%
> Cc1cc(S(=O)(=O)NCCc2csc(-c3cccc(F)c3)n2)ccc1F
    185%[activator]	-35%
> Cc1cc(S(=O)(=O)C(CNC(=O)c2ccc(OC(C)C)cc2)c2cccs2)ccc1F (configuration not stated)
    -2%	-4%
> Cc1ccc(Cn2c(=O)n(Cc3ccccc3)c(=O)c3c(C)c(C)sc32)cc1
    -8%	27%
> CCCOC(=O)c1cc(NC(=O)c2cc(Br)ccc2OC)ccc1N1CCOCC1
    -12%	-6%
> CCCCS(=O)(=O)CCOCCS(=O)(=O)CCCC
    3%	-3%
> O=C(COc1ccccc1)Nc1ccc2nc(SCC(=O)N3CCOCC3)sc2c1
    -7%	0%[57.5 µM]
> COc1ccc(CN2CCCN(CC(=O)Nc3ccc(Br)cc3F)S2(=O)=O)cc1
    -15%	6%
> CCN(CC)CC(=O)Nc1sccc1C#N
    22%	9%
> O=C(Nc1ccccc1)c1ccc(OCc2ccccc2)cc1
    10%	-5%
> CCOc1cc(C(=O)N2CCC(c3ccncc3)CC2)cc(OCC)c1OCC
    -10%	-1%
> CC(=O)N1c2c(cc(Br)cc2S(=O)(=O)Nc2ccc(OC(F)(F)F)cc2)CC1C (configuration not stated)
    1%	-14%
> Clc1ccc2oc(C3CCN(Cc4nc(C5CC5)no4)CC3)nc2c1
    -5%	4%
> CCC(CC)C(=O)Nc1ccc(S(=O)(=O)NC(C)(C)C)cc1
    -2%	3%
> O=S(=O)(c1ccc2nc(Nc3ccc(Br)cc3F)ccc2c1)N1CCCC1
    8%	-17%[57.5 µM]
> CC(=O)c1ccc(NC(=O)c2cn3c4c(ccc(Cl)c4c2=O)OC(C)C3)cc1 (configuration not stated)
    13%	22%
> CS(=O)(=O)N1CCc2cc(C(=O)N3CCN(c4ccc(F)cc4)CC3)ccc21
    8%	6%
> COC(=O)c1ccoc1COC(=O)CCc1c(C)c2ccc(OC)cc2oc1=O
    -10%	-5%
> Cn1c(=O)oc2cc(S(=O)(=O)CCC(=O)NCc3ccc(Cl)cc3)ccc21
    7%[57.5 µM]	3%[57.5 µM]
> CCOC(=O)c1cc2n(n1)CC(C)(C(=O)NC1CCCC1)N(CCc1cccs1)C2=O (configuration not stated)
    -19%	-5%

# Next section
# Values run as follows: AID inh	UDG counter
> COC(=O)c1ccc(COC(=O)c2c3c(nc4ccccc24)CCC3)o1
    -17%	-8%
> S=C(NCc1ccccc1)N/N=C/c1cccc(Cl)c1
    4%	9%
> Cc1ccc(-n2nnc3c(N4CCN(C(=O)Cc5cccs5)CC4)ncnc32)cc1
    ?	?
> CCCCN1C(=O)CN(C2CCCCCC2)C(=O)C1c1ccc(OC(C)C)c(OC)c1 (configuration not stated)
    -12%	-5%[57.5 µM]
> CCOC(=O)C1CCN(Cc2cc(=O)oc3ccc(Cl)cc23)CC1
    6%	-1%
> O=C(NC12CC3CC(CC(C3)C1)C2)C1(c2cccc(F)c2)CCC1
    -8%	-6%
> C=CCc1cccc2cc(-c3nc4ccc(C(=O)O)cc4[nH]3)c(=O)oc12
    -2%	7%
> CCOc1cc(-c2nnc(SCC(=O)NC3CCCCC3)nc2-c2ccc(OC)c(OCC)c2)ccc1OC
    7%	13%
> CCCCCC1c2cc(c(O)cc2O)C(CCCCC)c2cc(c(O)cc2O)C(CCCCC)c2cc(c(O)cc2O)C(CCCCC)c2cc1c(O)cc2O (configuration not stated)
    2%	-5%
> COc1ccc(OCC(=O)Nc2ccc3c(c2)nc(CCNC(=O)c2ccco2)n3C)cc1
    1%	-11%
> C=CCSc1nc2c(c(=O)[nH]c(=O)n2C)n1Cc1cccc(C)c1
    -11%	-4%
> N#Cc1ccc(CNc2ccc(F)c(F)c2F)cc1
    -5%	6%

# A portion of the library; rates above refer to the full screens.
